HCV inhibitor – blocks hepatitis C virus | 3.4% of 340,000 active | Potency, µM (titrated, usually from 41.8 µM), for the others: at the highest dose activity change, negative = inhibition, usual class: inhibitors | Huh7.5.1 HCVcc-Cre infection, luciferase reporter, 44 h; also: potency is read from the fitted curve at half-maximal effect; % is scaled to controls: 0 for no effect and ±100 for the full control effect
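Infectious HCVcc-Cre (~0.5 moi) was added to cells just after compound, with cells seeded 4 h earlier at 1,000 per well. Luciferase activity after 44 h culture reported infection; substrate was incubated 15 min at room temperature before reading.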
CHX counter – counter-screen hit for Shiga toxin inhibitors, cycloheximide; 12% of 300,000 active; cell reporter, cycloheximide protein synthesis inhibition counterscreen; max response, %; in the data active = max response mostly above about 13%, no sharp cut-off; inactive = mostly below about 14%; also: read at 38.3 µM for the half of the compounds with a filed dose; 0% is about no effect
Shiga inhibitor – blocks Shiga toxin action in Vero cells; Vero cells, Shiga toxin protein synthesis inhibition reporter; inhibition, % at 38.7 µM; 9.2% of 290,000 active; in the data active = inhibition mostly above about 28%, no sharp cut-off; inactive = mostly below about 43%; also: 0% is about no effect
TbPYK inhibitor – T. brucei pyruvate kinase inhibition. Q57TT1. TbPYK enzyme, Kinase-Glo Plus ATP luminescence, 45 min. Potency, µM (series often up to 76.8 µM), for inactives: at the top dose activity, negative = inhibition, actives largely listed as inhibitors. 0.12% of 410,000 active. AID 624173; also: potency is read from the fitted curve at half-maximal effect; % is scaled to controls: 0 for no effect and ±100 for the full control effect; nearly all actives have a fitted effect of over 50% in size
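Readout: single end-point luminescence (Kinase-Glo Plus, 10 min). Reaction conditions were TbPYK/substrate plus 130 uM ADP, 45 min at RT, pH 7.2 TEA buffer. No-enzyme wells served as controls, and data were normalized before concentration-response fitting.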
LmPK inhibitor – LmPK (Leishmania mexicana) enzyme inhibition; Q27686; purified LmPK, Kinase-Glo ATP luminescence, 1 h; Potency, µM (doses to about 57.5 µM), inactives show top-dose activity change, negative = inhibition, hits mostly inhibitors; 0.37% of 290,000 active; AID 1721; also: potency is read from the fitted curve at half-maximal effect; % is scaled to controls: 0 for no effect and ±100 for the full control effect
Target sequence (Q27686 whole entry, looked up): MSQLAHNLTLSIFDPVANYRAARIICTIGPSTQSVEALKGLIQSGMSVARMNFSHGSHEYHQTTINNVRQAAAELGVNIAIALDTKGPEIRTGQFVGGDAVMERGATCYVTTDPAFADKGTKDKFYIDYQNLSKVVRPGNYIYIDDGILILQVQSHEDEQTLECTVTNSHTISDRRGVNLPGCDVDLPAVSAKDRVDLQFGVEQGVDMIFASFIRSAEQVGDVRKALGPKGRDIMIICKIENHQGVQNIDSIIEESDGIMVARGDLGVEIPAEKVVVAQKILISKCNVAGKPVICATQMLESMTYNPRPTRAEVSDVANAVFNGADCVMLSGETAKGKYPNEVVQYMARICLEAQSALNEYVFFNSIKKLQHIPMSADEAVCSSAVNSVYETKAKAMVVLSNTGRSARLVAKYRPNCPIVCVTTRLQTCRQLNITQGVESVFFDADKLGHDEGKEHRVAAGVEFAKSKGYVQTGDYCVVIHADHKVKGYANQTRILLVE
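Kinase-Glo luminescence read after 1 h RT reaction of 0.1 nM LmPK with 0.5 mM PEP and 0.1 mM ADP. Activity scaled between uninhibited and enzyme-free controls.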
Pf growth 96h – P. falciparum growth inhibition at 96 hour, primary screen for plastid delayed-death inhibitors; P. falciparum luciferase reporter growth, 96 h; 6.9% of 320,000 active; Potency, µM (top dose mostly 28.7 µM), for the others: at the highest dose activity change, negative = inhibition, usual class: inhibitors; also: potency is read from the fitted curve at half-maximal effect; % is scaled to controls: 0 for no effect and ±100 for the full control effect
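Parasite growth measured via integrated firefly luciferase reporter in P. falciparum. Infected erythrocytes at 2% hematocrit, 0.05% parasitemia final were treated 96 hours at 37 C under 5% CO2, and luminescence was read.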
Pf growth 48h – inhibits P. falciparum growth in the first generation, 48 h | AID 504832 | Potency, µM (top dose mostly 28.7 µM), for inactives: at the top dose activity change, negative = inhibition, most hits filed as inhibitors | 5.9% of 310,000 active | P. falciparum luciferase growth in erythrocytes, 48 h; also: potency is read from the fitted curve at half-maximal effect; % is scaled to controls: 0 for no effect and ±100 for the full control effect
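Luciferase-expressing parasites in RBCs, 2% Hct / 0.1% parasitemia final; RPMI 1640 + 0.5% Albumax; 37 C, 5% CO2, one generation; luminescence read-out, lower signal = inhibition.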
Numbers without * were called inactive; i = inactive; ? = inconclusive; · = not tested or not shown; [ ] = dose if it differs, or a comment. Unless noted, calls follow the shape of the dose curve; as a rule, active = well fitted curve in the direction sought with a large enough effect; inconclusive = small, poorly fitted or top-dose-only effect, or another doubt; inactive = no such curve, though single readings can be large; an effect the other way counts as inactive or inconclusive. Outcome played no part in choosing rows; about 24% have a hit in one of these screens.

Start of the data: the first 10 records, ahead of the listing:
No. | Molecule | HCV inhibitor | CHX counter | Shiga inhibitor | TbPYK inhibitor | LmPK inhibitor | Pf growth 96h | Pf growth 48h
1 | COc1ccc(-n2ncc3c(=O)n(CC(=O)N4CCCc5ccccc54)cnc32)cc1 | ? | 0 | 13 | -4% | 3% | · | ?
2 | COC(=O)c1c(NC(=O)CCC(=O)O)sc2c1CCCCC2 | 1% | -3 | -19 | -8% | 2% | 27% | -1%
3 | CCc1nnc(NC(=O)CCN(c2cc(C)cc(C)c2)S(=O)(=O)c2ccc(Cl)cc2)s1 | 0% | -2 | -8 | -5% | 7% | ? | -15%
4 | CCc1nn(CC(=O)Nc2cc(C)ccc2C)c(=N)s1 | 18% | 13 | -3 | 0% | 0% | 12% | 8%
5 | CSc1ccc(CN2CCCN(C)CC2)cc1 | 3% | 0 | -4 | -8% | -1% | 0% | 37%[activator]
6 | O=C(CCl)N1CCN2C(=O)c3ccccc3C12c1ccc(Cl)cc1 (configuration not stated) | -9% | -2 | -5 | -2% | 1% | ? | -4%
7 | CCn1c(CNC(=O)c2ccccc2F)cc2ccccc21 | -7% | 24* | 142* | 0% | 5% | 2% | ?
8 | O=C1CC2(CCN(C(=O)C3CC(=O)N(c4ccccc4)C3)CC2)Oc2ccccc21 (configuration not stated) | -4% | · | · | 3% | · | 9.3µM* | ?
9 | O=C(NCCC1=CCCCC1)c1cc2ccccc2oc1=O | 14% | 19* | 67* | -3% | 4% | 39%[activator] | 26%
10 | O=C(COC(=O)C1=COCCO1)NC1CCCCC1 | 26% | · | · | -4% | · | 51%[activator] | 53%[activator]

The listing, repeating the preview:
No. | Molecule | HCV inhibitor | CHX counter | Shiga inhibitor | TbPYK inhibitor | LmPK inhibitor | Pf growth 96h | Pf growth 48h
1 | COc1ccc(-n2ncc3c(=O)n(CC(=O)N4CCCc5ccccc54)cnc32)cc1 | ? | 0 | 13 | -4% | 3% | · | ?
2 | COC(=O)c1c(NC(=O)CCC(=O)O)sc2c1CCCCC2 | 1% | -3 | -19 | -8% | 2% | 27% | -1%
3 | CCc1nnc(NC(=O)CCN(c2cc(C)cc(C)c2)S(=O)(=O)c2ccc(Cl)cc2)s1 | 0% | -2 | -8 | -5% | 7% | ? | -15%
4 | CCc1nn(CC(=O)Nc2cc(C)ccc2C)c(=N)s1 | 18% | 13 | -3 | 0% | 0% | 12% | 8%
5 | CSc1ccc(CN2CCCN(C)CC2)cc1 | 3% | 0 | -4 | -8% | -1% | 0% | 37%[activator]
6 | O=C(CCl)N1CCN2C(=O)c3ccccc3C12c1ccc(Cl)cc1 (configuration not stated) | -9% | -2 | -5 | -2% | 1% | ? | -4%
7 | CCn1c(CNC(=O)c2ccccc2F)cc2ccccc21 | -7% | 24* | 142* | 0% | 5% | 2% | ?
8 | O=C1CC2(CCN(C(=O)C3CC(=O)N(c4ccccc4)C3)CC2)Oc2ccccc21 (configuration not stated) | -4% | · | · | 3% | · | 9.3µM* | ?
9 | O=C(NCCC1=CCCCC1)c1cc2ccccc2oc1=O | 14% | 19* | 67* | -3% | 4% | 39%[activator] | 26%
10 | O=C(COC(=O)C1=COCCO1)NC1CCCCC1 | 26% | · | · | -4% | · | 51%[activator] | 53%[activator]
11 | CC1(C)C2SCC(=O)N2CCN1CC(=O)NN (configuration not stated) | 7% | 1 | 17 | 6% | -2% | 42%[activator] | 17%
12 | CCOC(=O)c1cc(-c2ccc(Cl)s2)nc2c1c(C)nn2C | 10% | -2 | -7 | · | 0% | ? | 16%
13 | O=C(CN(CCc1ccccc1)Cc1ccccc1)Oc1ccccc1P(=O)(O)O | 13% | -1 | -6 | -5% | -4% | ? | 27%
14 | CCCCOC(=O)CSCC(=O)Nc1cc(C)on1 | 18% | -3 | -20 | 12% | -3% | 17% | 61%[activator]
15 | CCn1c(Cc2ccccc2)nnc1SCC(=O)Nc1ccc(C)cc1 | -13% | -1 | 15 | 3% | -1% | ? | ?
16 | CCN(CC(=O)Nc1ccc(C(C)=O)cc1)CC(=O)Nc1cccc(OC)c1 | ? | 25 | 26 | 1% | 9% | 1% | -5%
17 | CC(C)[C@H](NC(=O)[C@H](CCCN=C(N)N)NC(=O)NC(Cc1ccccc1)C(=O)O)C(=O)NC(C=O)CCCN=C(N)N (some centres not stated) | -7%[8.37 µM] | -3 | -4 | 4% | 0% | ? | ?
18 | CNC(=O)/C=C/c1cc(C(=O)c2ccc(Cl)cc2Cl)cn1C | -24% | -5 | -5 | 1% | 0% | 2% | -22%
19 | C=CCNC(=O)c1cccc(OC2CCN(CC(C)(C)C)CC2)c1 | 21% | -2 | · | 5% | 3% | ? | 21%
20 | C=CCc1cccc(/C=C/c2cc(=O)c3ccccc3[nH]2)c1O | 8% | 25* | 65* | -4% | -1% | 0% | 0.13µM*
21 | O=C1NCCN1C(=O)c1ccccc1F | 5% | 2 | 32 | 2% | -1% | 2% | 17%
22 | O=C(COC(=O)CCS(=O)(=O)c1ccccc1)Nc1ccccc1 | 19% | · | · | -13% | · | -21% | 5%
23 | O=C(NCCc1ccccc1)N1CCCC(CNS(=O)(=O)Cc2ccccc2)C1 (configuration not stated) | 8% | 14* | 22 | -1% | 6% | 19% | 2%
24 | S=C(Nc1ccc(Oc2ccccc2)cc1)N1CCOCC1 | -24% | 12* | 25 | 1% | -2% | 1.2µM* | 20%
25 | Cc1cccc(NS(=O)(=O)c2cc3c4c(c2)CC(=O)N4CCC3)c1C | ? | -1 | 5 | -5% | 11% | 75%[activator] | ?
26 | CN1C(=O)NC(NC(=O)c2ccncc2)(C(F)(F)F)C1=O (configuration not stated) | 14% | -4 | -16 | 4% | 10% | -18% | ·
27 | O=C(O)c1ccccc1C(=O)Nc1ccc(Oc2ccccc2)cc1 | 0% | 13 | 55 | 1% | 3% | 29% | 1%
28 | CCCN1C(=O)SC(CC(=O)Nc2ccc(Br)cc2)C1=O (configuration not stated) | ? | 2 | 2 | 4% | 3% | · | -9%
29 | CCS(=O)(=O)c1ccc2oc(SCC(=O)NC3CCCC(C)C3C)nc2c1 (configuration not stated) | -10% | 7 | 3 | -2% | -16% | ? | ·
30 | O=C(NC(=S)Nc1cccc2ncccc12)c1ccccc1 | -24% | 30 | 97 | -3% | 0% | ? | i
31 | CSc1ccccc1NC(=O)Nc1cccc(Cl)c1 | ? | 41* | 84* | -7% | -6% | · | -17%
32 | COc1ccc(-c2c(C#Cc3ccsc3)c3cc(-c4cccc5[nH]ccc45)ccc3n2C)cc1 | ? | · | · | 1% | · | 2.3µM* | 1.3µM*
33 | O=c1c(-c2ccccc2)c[nH]n1-c1cccc([N+](=O)[O-])c1 | 1% | 22* | 77* | 0% | -1% | ? | ?
34 | COc1cc(-c2ccccc2)[nH]c(=S)n1 | -2% | · | · | 2% | · | 7.4µM* | 35%[activator]
35 | COc1ccc2sc(-c3ccccc3OC)c(C#CC(C)(C)O)c2c1 | ? | · | · | -2% | · | ? | ?
36 | CCOc1ccc2nc(NS(=O)(=O)c3ccc(NC(C)=O)cc3)sc2c1 | 11% | 1 | 25 | -2% | 3% | 2% | 91%[activator]
37 | COc1ccc(N2CSC3=C(C#N)C(c4cccc(OC)c4OC)CC(=O)N3C2)cc1 (configuration not stated) | -3% | -3 | -6 | 13µM* | 13% | ? | ·
38 | COc1cc(C(=S)N2CCCCC2)ccc1OCC(=O)Nc1ccccc1Cl | ? | -5 | 8 | -11% | 3% | 0% | -16%[5.75 µM]
39 | CCOC(=O)c1c(/N=C/c2cccc(C)c2O)sc2c1CCN(C)C2 | -4% | -3 | -7 | -7% | -2% | 1.7µM* | ?
40 | CNC(=O)COc1coc(CN2CCN(c3ccc(F)cc3)CC2)cc1=O | 5% | 2 | 1 | -1% | -9% | ? | 18%
41 | Cc1nc(C)n(CC(O)COc2ccc(C(=O)c3ccccc3)cc2)n1 (configuration not stated) | ? | -1 | 10 | 1% | 0% | -2% | 2%
42 | O=C(Nc1nc(-c2ccccc2)cs1)C1COc2ccccc2O1 (configuration not stated) | -11% | 8 | 60 | -7% | 1% | 55%[activator] | 7%
43 | CCn1c(SCC(=O)N2CCCC2)nc2ccccc2c1=O | 8% | -4 | 17 | -1% | 0% | ? | -13%
44 | CN1CCN(C(CNC(=O)c2ccc(Br)o2)c2ccc(F)cc2)CC1 (configuration not stated) | -13%[8.37 µM] | · | · | -4% | · | 0% | 11%
45 | COc1ccc(S(=O)(=O)Nc2ccccn2)c(C)c1C | 0% | 7 | 10 | 1% | 0% | 0% | 2%
46 | Cc1c(NC(=O)C(C)OC(=O)Cc2ccccc2)c(=O)n(-c2ccccc2)n1C (configuration not stated) | -7% | -1 | -14 | ? | -5% | 20% | ·
47 | Clc1ccc(-c2[nH]ncc2N=Nc2ccccc2)cc1 | ? | -2 | 18 | 2% | -8% | 15% | ·
48 | COc1ccc(-c2csc(N(CCCN3CCOCC3)C(=O)c3ccco3)n2)cc1 | 10µM* | -7 | -15 | 2% | 3% | -24%[5.75 µM] | ?
49 | CCC(C)N(C(=O)COc1ccc(NC(C)=O)cc1)C1CCS(=O)(=O)C1 (configuration not stated) | 8% | -3 | -8 | 4% | -2% | -48%[5.75 µM] | -17%
50 | CCCCn1c(SCC(=O)c2ccccc2)nc2c1c(=O)[nH]c(=O)n2C | -3% | -1 | 16* | -15% | 3% | 13% | -6%

Remaining list, next part.
No. | Molecule | HCV inhibitor | CHX counter | Shiga inhibitor | TbPYK inhibitor | LmPK inhibitor | Pf growth 96h | Pf growth 48h
51 | CCN(CC)CC(=O)N1N=C(c2cccs2)CC1c1ccco1 (configuration not stated) | 1% | 2 | 17 | -2% | 5% | ? | ·
52 | CSc1nnc(C)c(/C=C/Nc2ccc(F)cc2)n1 | -6% | -3 | 7 | -1% | 5% | ? | 3%
53 | CSc1ccccc1C(=O)N(C)C(c1ccccc1)c1ccccc1 | ? | -1 | 4 | -3% | -5% | 10µM* | ?
54 | Cc1ccc(NC(=O)C2CC(=O)N/C(=N/N=C/c3ccco3)S2)cc1C (configuration not stated) | 5% | -9 | -17 | -3% | 1% | ? | 23%
55 | CN(C(=O)c1ccccc1)c1ccc(OCC(=O)NC2CCS(=O)(=O)C2)cc1 (configuration not stated) | 2% | 9 | 4 | -16% | 7% | 11% | 24%
56 | Cc1ccc(NC(=O)CN2CCN(S(=O)(=O)c3cccs3)CC2)cc1S(=O)(=O)N(C)C | -27% | -1 | 31 | -1% | 4% | ? | ?
57 | O=C1N(CC(=O)N2CCc3ccccc32)CCN1Cc1ccccc1Cl | -26% | -3 | -14 | -3% | 7% | · | ·
58 | CCc1nn(C(C)C(=O)NC(C)CCc2ccco2)c(=O)c2cc3occc3n12 (configuration not stated) | 10µM* | -2 | -11 | -10% | 5% | 53%[activator] | 14%
59 | Cc1cc(C)nc(SCC(=O)c2ccc(F)c(C)c2)n1 | 2% | 11* | 22 | 0% | -13% | -11% | ?

Screening results from PubChem.
